Assay outcomes from PubChem BioAssay.
USP2a block = inhibitors of human ubiquitin-specific protease USP2a; 0.01% of 330,000 active; O75604; USP2 core, Ub-CHOP2 coupled fluorogenic reporter, 485/531; AID 463254; Potency, µM (doses to about 38.3 µM), without a hit: top-dose activity change, negative = inhibition, most hits filed as inhibitors;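 further: potency means the concentration at half of the fitted maximal effect; plate controls were DMSO wells for no effect and full inhibition by NEM control for full effect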
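Cell-free coupled assay: 10nM USP2 core preincubated 30min RT with compound in Tris-HCl pH 8.0/CaCl2/CHAPS buffer, then 25nM Ub-CHOP2 and 25nM reporter substrate; fluorescence (Ex 485/Em 531) read after 60min RT, normalized to NEM inhibition, concentration-response curves fitted.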
BRCA1 expr up = BRCA1 expression activation; MCF7-BRCA1-FFLuc reporter, luminescence, 48 h; response scale: scaled: vehicle 0%, 10 µM genistein 100%; Potency, µM (titrated, usually from 46.1 µM), inactives show top-dose activation, hits mostly activators; 1.1% of 380,000 active; AID 624202; further: potency means the concentration at half of the fitted maximal effect; nearly all actives have a fitted effect of over 80% in size; some results filed as inactive show a strong effect at the top dose
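First, MCF7-BRCA1-FFLuc cells (2000/well) attach for 2 h; next, compounds are pin-added and incubated 48 h at 37 °C; finally, luciferase reagent is added and luminescence read after 15 min.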
ELG1 genotoxic = inducers of genotoxicity in HEK293T ELG1-luciferase cells; HEK293T ELG1-luciferase reporter, luminescence, 16 h; Potency, µM (top dose mostly 46 µM), without a hit: at the top dose activity change, positive = activation, most hits filed as activators; 1.3% of 330,000 active; AID 504466; further: potency means the concentration at half of the fitted maximal effect; % of control where 0% means no effect; nearly all actives have a fitted effect of over 60% in size
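HEK293T cells expressing luciferase-tagged ELG1 were treated with compound or DMSO for 16 hr at 37°C. Luciferase activity was then read after 30 min with ONE-Glo at room temperature; rising signal flags genetic stress.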
PTAP TSG101 blk = blocks PTAP/TSG101 interaction to inhibit HIV-1 budding. Fluorescence polarization, FITC-PTAP peptide / Tsg101 binding. Potency, µM (titrated, usually from 115 µM), inactives show at the top dose activity change, negative = inhibition, hits mostly inhibitors. 340,000 tested, under 10 active. AID 493005; active means well fitted inhibition curve with a large enough effect in the main read-out, with a control signal flat, not every such curve was filed as active; inconclusive means small, poorly fitted or top-dose-only effect, or effect the other way, or a change in a side signal; inactive means no such curve, though single readings can be large or run the other way; further: potency means the concentration at half of the fitted maximal effect; % of control where 0% means no effect
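FP read-out: FITC-PTAP peptide, 50 nM final, binding Tsg101 binding domain, 10 uM final; 20 min, r.t.; 10 mM HEPES pH 7.5, 0.15 M NaCl, 0.01% Tween 20, 3 mM EDTA, 0.1 mM TCEP.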
ASM inhibitor = human S-ASM enzyme inhibition | placental ASM, HMU-PC fluorogenic substrate, 60 min | P17405 | 0.006% of 340,000 active | Potency, µM (series often up to 57.5 µM), for the others: top-dose activity change, negative = inhibition, most hits filed as inhibitors | AID 504937; further: potency means the concentration at half of the fitted maximal effect
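qHTS format. ASM enzyme prepared from human placenta hydrolyses the fluorogenic substrate HMU-PC0 (9 uM final) over 60 min at 37 °C after a 10 min compound preincubation.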
p53 reactivation = restores transcriptional activity of mutant p53 | H1299 p53-A138V BP100-luciferase reporter, luminescence, 24 h | Potency, µM (highest dose often 92.2 µM), inactives show at the highest dose activity change, positive = activation, actives largely listed as activators | 0.063% of 320,000 active | AID 504706; further: potency means the concentration at half of the fitted maximal effect; % of control where 0% means no effect; nearly all actives have a fitted effect of over 45% in size
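H1299 (p53-null), stable ts p53-A138V + BP100-Luc; 1000 cells/well, Opti-MEM/10% FBS; cpd 4 pt, 1:5; 24 h, 37 deg C, 5% CO2; detection reagent 10 min RT; luminescence.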
B2AR arrestin = recruits beta-arrestin to the human beta2-adrenergic receptor; AID 492947; Potency, µM (titrated, usually from 46.1 µM), for inactives: at the highest dose activation, usual class: activators; beta-arrestin recruitment to beta2AR, cell-based reporter; 0.02% of 330,000 active; P07550;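 further: potency means the concentration at half of the fitted maximal effect; 0% = DMSO controls and full agonism = EC100 isoproterenol or metaproterenol; nearly all actives have a fitted effect of over 65% in size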
TRPV1 ag = human TRPV1 agonism. AID 540275. 0.19% of 320,000 active. activation, % at 8.33 µM. TRPV1-expressing cells, Fluo-8 calcium influx, agonist mode. Q8NER1; in the data active means activation above about 80%; inconclusive means between about 30% and that limit; further: 0% is about no effect
Target sequence (Q8NER1 whole entry, looked up): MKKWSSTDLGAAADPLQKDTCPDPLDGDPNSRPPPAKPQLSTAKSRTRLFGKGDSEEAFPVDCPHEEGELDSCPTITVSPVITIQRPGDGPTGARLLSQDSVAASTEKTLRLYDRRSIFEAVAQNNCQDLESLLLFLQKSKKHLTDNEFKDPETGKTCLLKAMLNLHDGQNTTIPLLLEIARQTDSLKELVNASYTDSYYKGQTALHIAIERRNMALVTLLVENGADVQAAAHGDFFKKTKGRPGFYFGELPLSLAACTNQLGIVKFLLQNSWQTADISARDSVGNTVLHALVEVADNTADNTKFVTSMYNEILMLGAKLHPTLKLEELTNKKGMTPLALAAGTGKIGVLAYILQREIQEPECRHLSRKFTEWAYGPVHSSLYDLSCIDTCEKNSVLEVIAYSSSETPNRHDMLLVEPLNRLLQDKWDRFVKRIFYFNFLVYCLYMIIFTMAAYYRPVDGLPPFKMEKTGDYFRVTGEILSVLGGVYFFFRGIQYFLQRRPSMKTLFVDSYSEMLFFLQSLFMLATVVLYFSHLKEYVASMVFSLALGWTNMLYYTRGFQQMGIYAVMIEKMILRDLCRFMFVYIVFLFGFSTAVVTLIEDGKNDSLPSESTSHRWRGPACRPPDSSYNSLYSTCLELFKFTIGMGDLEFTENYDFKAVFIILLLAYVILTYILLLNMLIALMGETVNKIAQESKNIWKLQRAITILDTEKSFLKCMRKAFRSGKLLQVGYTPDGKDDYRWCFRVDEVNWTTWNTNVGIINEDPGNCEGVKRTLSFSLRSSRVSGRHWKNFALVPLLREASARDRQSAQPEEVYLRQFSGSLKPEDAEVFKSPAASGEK
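Fluo-8 calcium influx in TRPV1-expressing cells, kinetic read (ex 480/em 520 nm). Compound added and read 3 min for agonist activity, followed by capsaicin at EC20 final and 2 min further read for enhancement.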
uPA generation = blocks generation of uPA at the cell surface | cell surface uPA generation assay, qHTS | Potency, µM (top dose mostly 38.3 µM), for the others: at the top dose activity change, negative = inhibition, hits mostly inhibitors | 0.31% of 330,000 active | AID 540303; active means well fitted inhibition curve with a large enough effect; inconclusive means small, poorly fitted or top-dose-only effect; inactive means no such curve, though single readings can be large or run the other way; tested in mouse RAW 264.7 cells; further: potency means the concentration at half of the fitted maximal effect; on the % scale 0 is the no-effect control and ±100 the full control effect; nearly all actives have a fitted effect of over 55% in size
Integrin act MD = integrin-mediated muscular dystrophy alleviation activation; Potency, µM (highest dose often 38.3 µM), inactives show at the top dose activation, actives largely listed as activators; alpha7betagal myoblasts, beta-gal FDG fluorescence, 48 h; 0.064% of 350,000 active;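 further: potency means the concentration at half of the fitted maximal effect; 100% = response of the positive control SU9516; nearly all actives have a fitted effect of over 60% in size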
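alpha7betagal+/- myoblasts (passage 13, 250/well) treated 48 h at 37C with compounds at 1:260 dilution of DMSO stock. Lysed, then beta-galactosidase activity read as FDG fluorescence (ex 480/em 540) after 30 min, with pre-read for autofluorescence.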
Eya2 inh = inhibitors of human Eya2 phosphatase activity. O00167. recombinant Eya2, OMFP fluorescence dephosphorylation (OMFP is methylfluorescein phosphate). Potency, µM (top dose mostly 76.9 µM), inactives show at the highest dose activity, negative = inhibition, most hits filed as inhibitors. 0.006% of 330,000 active. AID 488837; further: potency means the concentration at half of the fitted maximal effect; on the % scale 0 is the no-effect control and ±100 the full control effect
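Eya2 (0.2 uM) preincubated 10 min at ambient with compound, then OMFP substrate added at 50 uM; 10 min reaction in 50 mM HEPES pH 7.5, 50 mM NaCl, 5 uM MgCl2, 0.05% BSA, 1 mM DTT. Fluorescence read at Ex 485/Em 525 nm.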
Active calls of the source: *; ? = inconclusive; . = not tested or not shown; [ ] = another dose, or the depositor's remark. Unless noted, the call rests on the fitted dose curve; in most records, active means well fitted curve in the direction sought with a large enough effect; inconclusive means small, poorly fitted or top-dose-only effect, or another doubt; inactive means no such curve, though single readings can be large; an effect the other way counts as inactive or inconclusive.

1	Cc1nc2ccccc2c(=O)n1NC(=O)c1ccc(F)cc1Cl
2	O=C(CN1CCN(C(=O)c2cccc(S(=O)(=O)N3CCCC3)c2)CC1)Nc1ccc(F)cc1
3	O=[N+]([O-])c1cc(S(=O)(=O)Nc2ccc(Cl)cc2)ccc1N/N=C/c1ccncc1
4	CN(Cc1cccc(F)c1)CC(O)COCc1ccccc1Cl (stereo unspecified)
5	CC(=O)Nc1cccc2c1C(=O)N(c1cccc(C)c1)C2=O
6	Cc1cc(-c2cc(-c3ccccc3)on2)nc(NCC2CC2)n1
7	CC(C)CCNC(=O)C1CCCCN1S(=O)(=O)c1ccc(F)cc1 (stereo unspecified)
8	COc1ccc(CCNC(=O)Cn2cnc3c(cnn3-c3ccccc3Cl)c2=O)cc1OC
Compound | 1 | 2 | 3 | 4 | 5 | 6 | 7 | 8
USP2a block | 1% | 0% | 3% | -1% | 1% | 1% | 4% | 3%
BRCA1 expr up | -14% | -17% | -37% | -6% | -50% | 56% | -3% | -5%
ELG1 genotoxic | 3% | -6% | ? | -2% | 1% | 4% | -3% | 1%
PTAP TSG101 blk | -9% | -4% | -13% | 1% | -7% | 0% | -3% | -8%
ASM inhibitor | 0% | 2% | 0% | -2% | -3% | 4% | 0% | -1%
p53 reactivation | -4% | 0% | -4% | 9% | 4% | 7% | 14% | -6%
B2AR arrestin | 0.5% | 0.0% | 0.4% | 0.1% | -1.0% | -0.3% | 0.2% | -0.3%
TRPV1 ag | 24 | -1 | -2 | 10 | -2 | 1 | 13 | -2
uPA generation | -1% | -3% | 4% | -3% | -7% | -8% | 13% | -2%
Integrin act MD | -11% | -3% | ? | 2% | -16% | 6% | 11% | 1%
Eya2 inh | -2% | -4% | 5% | -24% | 0% | -17% | -10% | -10%

9	Cc1ccccc1-c1noc(C23CC4CC(CC(C4)C2)C3)n1
10	O=C(c1ccco1)N1CCN(C(=O)C2CCCO2)CC1 (stereo unspecified)
11	Cc1cc(=O)[nH]c(SCC(=O)/C=C2\N(C)c3ccccc3C2(C)C)n1
12	COc1ccc(NS(=O)(=O)c2cccc3nsnc23)cc1OC
13	COC(=O)c1sccc1S(=O)(=O)Nc1ccc(C)cc1
14	CC1CC(NC(=O)/C=C/C(=O)O)CC(C)(C)C1 (stereo unspecified)
15	CN(C)CCCNC(=S)N(Cc1cccs1)Cc1cc2cc3c(cc2[nH]c1=O)OCCO3
16	Cc1cccc(C)c1NC(=O)CN(C)CC(=O)c1c(N)n(Cc2ccccc2)c(=O)n(C)c1=O
Compound | 9 | 10 | 11 | 12 | 13 | 14 | 15 | 16
USP2a block | -1% | 1% | 3% | 0% | -3% | 2% | 2% | 2%
BRCA1 expr up | 0%[1.84 µM] | 0% | -33% | -28% | 7% | 4% | -37% | -14%
ELG1 genotoxic | 2% | -2% | -2% | -2% | 0% | 0% | 6% | 0%
PTAP TSG101 blk | -3% | -6% | 2% | -10% | -2% | -6% | -5% | -6%
ASM inhibitor | -3% | -2% | 92%[activator] | 1% | 0% | 1% | 50%[activator] | -1%
p53 reactivation | -2% | -3% | -10% | -2% | -5% | -3% | 5% | -12%
B2AR arrestin | 0.0% | -0.7% | -0.3% | 0.0% | -0.5% | -1.1% | -0.8% | 0.5%
TRPV1 ag | 6 | 3 | 0 | -2 | 5 | 3 | 0 | -3
uPA generation | 3% | 9% | -8% | -1% | -14% | -1% | -2% | ?
Integrin act MD | -29% | 26% | -26% | -3% | 4% | 4% | 0% | -11%
Eya2 inh | 18% | -17% | -1% | -2% | 0% | -2% | 6% | -1%

17	CCN(CC)S(=O)(=O)c1ccc(Cl)c(NC(=O)COC(=O)c2cccn2C)c1
18	O=C(c1ccco1)N1CCN(C(=O)c2nn3cccnc3c2Cl)CC1
19	N#CC1(Nc2cccc(Cl)c2)CCCC1
20	NC(=S)C(c1ccccc1)c1ncc(C(F)(F)F)cc1Cl (stereo unspecified)
21	OC(CNCc1ccc2c(c1)OCO2)COc1ccc(F)cc1 (stereo unspecified)
22	Cc1ccc(S(=O)(=O)N(CC(=O)Nc2ccccc2)C(=O)N2CCN(C)CC2)cc1
23	COC(=O)c1c(C)[nH]c(C(=O)/C=C/c2ccc(Cl)cc2)c1C
24	Cc1nn(Cc2ccccc2)c(C)c1NC(=O)CCC(=O)O
Compound | 17 | 18 | 19 | 20 | 21 | 22 | 23 | 24
USP2a block | -1% | 1% | . | -1% | 2% | 0% | -1% | 0%
BRCA1 expr up | -47% | -20% | 3% | -5% | 9% | 2% | -8% | -3%
ELG1 genotoxic | -19% | -1% | . | -2% | -1% | 3% | ? | -1%
PTAP TSG101 blk | 4% | -2% | -1% | -3% | -4% | 1% | 2% | 0%
ASM inhibitor | -5% | 4% | 3% | 0% | -1% | 2% | -8% | 3%
p53 reactivation | -2% | -3% | . | -3% | -5% | 0% | ? | 0%
B2AR arrestin | -1.0% | 0.0% | . | 0.0% | -0.1% | 0.0% | 5.1% | -0.5%
TRPV1 ag | 1 | -1 | . | 3 | 1 | 3 | 2 | 0
uPA generation | -4% | . | 2% | 14% | 14% | 20% | 1% | 6%
Integrin act MD | -18% | 8% | -14% | 6% | 18% | 8% | 0% | 1%
Eya2 inh | 15% | -5% | . | 6% | ? | -30% | -1% | -1%

25	CC1CC(C)CN(CCC(=O)Nc2cccc(Cl)c2)C1 (stereo unspecified)
26	O=C(Nc1ccccc1O)c1ccccc1O
27	COc1cc(C(=O)N/N=C(\C)Cn2nc([N+](=O)[O-])cc2C)ccc1O
28	COc1ccc(CNC(=O)COC(=O)C2CC2C)cc1OC (stereo unspecified)
29	Cc1[nH]c2ccccc2c1/C=C/C(=O)c1ccccc1
30	Cc1cc(C)c2nc(SCC(=O)NNC(=O)c3ccco3)c(C)cc2c1
31	CC1CC(C)CN(C(=O)c2cc(-c3ccccn3)nc3ccccc23)C1 (stereo unspecified)
32	COC(=O)c1sc(-c2ccc(Cl)cc2)cc1N
33	Cc1cc(N)c2ccccc2n1
Compound | 25 | 26 | 27 | 28 | 29 | 30 | 31 | 32 | 33
USP2a block | 2% | -6% | 1% | 1% | 0% | -6% | 2% | -1% | -2%
BRCA1 expr up | -5% | -48% | 24% | -9% | -32% | -4% | 1% | 4µM* | 12%
ELG1 genotoxic | 0% | -12% | 3% | 27% | 10% | -6% | -2% | ? | -6%
PTAP TSG101 blk | -7% | -18% | 2% | -5% | 0% | 0% | -7% | 0% | -2%
ASM inhibitor | -1% | 0% | 2% | 2% | 21% | -11% | 2% | 49%[activator] | 3%
p53 reactivation | -2% | 13% | 13% | -6% | 25% | -1% | -4% | 6% | 0%
B2AR arrestin | -0.7% | 0.1% | -3.8% | -0.1% | -0.1% | -0.4% | 0.0% | -0.8% | -0.1%
TRPV1 ag | 1 | 11 | 2 | 3 | 27 | 0 | -3 | 1 | -1
uPA generation | 2% | -13% | 5% | 28% | 3% | -2% | 2% | -7% | 1%
Integrin act MD | -14% | 41%[7.66 µM] | 4% | 14% | -1% | ? | 0% | 23% | 10%
Eya2 inh | 2% | 8% | -7% | -18% | -1% | -6% | -15% | -5% | -1%
